Source: PubChem BioAssay
NCI-60 one-dose screen, 48 h, at 10 µM unless noted. Numbers give growth in % (100 = growth as untreated, 0 = no growth, -100 = all killed).
OVCAR-8: OVCAR-8 ovarian cancer | 81,000 tested, 4.4% active | AID 1794782
PC-3: PC-3 prostate cancer cells; AID 1794754; 80,000 tested, 3.9% active
U251: U251 CNS tumor cells; 80,000 tested, 5.4% active
SF-295: SF-295 CNS cancer cells; 79,000 tested, 5.6% active
SK-OV-3: SK-OV-3 ovarian cancer cells; 80,000 tested, 3.2% active; AID 1794785
OVCAR-4: OVCAR-4 ovarian cancer cells | 80,000 tested, 3.7% active | AID 1794784
OVCAR-5: OVCAR-5 ovarian cancer. AID 1794783. 82,000 tested, 2.9% active
OVCAR-3: OVCAR-3 ovarian cancer. AID 1794787. 79,000 tested, 7% active
DU-145: DU-145 prostate cancer | AID 1794760 | 81,000 tested, 4.2% active
Starred values were filed as active, the others as inactive. How the source made its calls: active means growth percent below 10; inactive means the rest. Random draw from the library (roughly 11% active in at least one column).

How did CCN(CC)CCC(C(N)=O)c1ccccc1 (stereo not given) do in these assays?
OVCAR-8: 96; PC-3: 90; U251: 94; SF-295: 96; SK-OV-3: 95; OVCAR-4: 110; OVCAR-5: 110; OVCAR-3: 109; DU-145: 107

How did COc1ccc(NC(=O)Nc2ccc(OCC(=O)c3ccc(OC)cc3)cc2)cc1 do in these assays?
OVCAR-8: 86; PC-3: 100; U251: 97; SF-295: 94; SK-OV-3: 83; OVCAR-4: 108; OVCAR-5: 117; OVCAR-3: 113; DU-145: 104

What do the screens show for `COc1cc(-c2cc(-c3ccccc3)nc3nc(NN)[nH]c(=O)c23)cc(OC)c1OC`?
OVCAR-8: 108; PC-3: 94; U251: 100; SF-295: 95; SK-OV-3: 108; OVCAR-4: 119; OVCAR-5: 96; OVCAR-3: 103; DU-145: 107

Results for Nc1ccc2cn[nH]c2c1 ?
OVCAR-8: 107; PC-3: 90; U251: 105; SK-OV-3: 107; OVCAR-4: 111; OVCAR-5: 104; OVCAR-3: 98; DU-145: 116

How did O=C1c2ccccc2C(=O)c2c1oc1c2c(=O)[nH]c2ccc(Cl)cc21 do in these assays?
OVCAR-8: -27*; PC-3: -33*; U251: -78*; SF-295: -1.3*; SK-OV-3: 1.6*; OVCAR-4: -42*; OVCAR-5: 53; OVCAR-3: -68*; DU-145: -45*

Results for COc1cc2c(c(OC)c1OC)C(=O)/C(=C\c1ccccc1)O2 ?
OVCAR-8: 91; PC-3: 104; U251: 80; SF-295: 90; SK-OV-3: 100; OVCAR-4: 87; OVCAR-5: 90; OVCAR-3: 104

What do the screens show for `CC/C(=C(/c1ccc(O)cc1)c1ccc(OCCCN(C)C)cc1)c1ccc(Cl)cc1`?
OVCAR-8: 104; PC-3: 109; U251: 101; SF-295: 101; SK-OV-3: 103; OVCAR-4: 104; OVCAR-5: 106; OVCAR-3: 101; DU-145: 98

What do the screens show for `COC(CC(F)F)c1ccc(-c2ccccc2)cc1` (stereo not given)?
OVCAR-8: 96; PC-3: 98; U251: 100; SF-295: 101; SK-OV-3: 107; OVCAR-5: 91; OVCAR-3: 106; DU-145: 109

How did CN1CCc2cccc3c2C1Cc1ccc(O)c(O)c1-3 (stereo not given) do in these assays?
OVCAR-8: 89; PC-3: 66; U251: 100; SF-295: 98; SK-OV-3: 102; OVCAR-5: 88; OVCAR-3: 28; DU-145: 96

What do the screens show for `Nc1nc(Cl)c2ncn(CCCCCB(O)O)c2n1`?
OVCAR-8: 101; PC-3: 99; U251: 98; SF-295: 104; SK-OV-3: 108; OVCAR-4: 118; OVCAR-5: 87; OVCAR-3: 127; DU-145: 118

How did Cc1cccc(C)c1NC(=O)CSC(=S)n1cnc2ccccc21 do in these assays?
OVCAR-8: 108; PC-3: 96; U251: 113; SF-295: 103; SK-OV-3: 121; OVCAR-4: 101; OVCAR-5: 113; OVCAR-3: 100; DU-145: 104

What do the screens show for `C=C(CC)CCCC`?
OVCAR-8: 113; PC-3: 100; U251: 103; SF-295: 102; SK-OV-3: 101; OVCAR-4: 110; OVCAR-5: 100; OVCAR-3: 110; DU-145: 119

How did CN1CCN(C(=O)Nc2ccc(Cl)cc2)CC1 do in these assays?
OVCAR-8: 107; PC-3: 111; U251: 104; SF-295: 123; SK-OV-3: 106; OVCAR-5: 101; OVCAR-3: 115; DU-145: 109

Results for Nc1cccc(-c2nc3sccn3c2-c2ccnc(NCCCNS(=O)(=O)c3ccc(Cl)cc3)n2)c1 ?
OVCAR-8: 95; PC-3: 80; U251: 115; SF-295: 100; SK-OV-3: 114; OVCAR-4: 65; OVCAR-5: 127; OVCAR-3: 99; DU-145: 102

Results for C=C1c2nc3ccccc3n2C=C(c2cccc(Cl)c2)N1Cc1ccc(OC)cc1 ?
OVCAR-8: 9.8*; U251: 18; SF-295: 2.4*; SK-OV-3: 5.1*; OVCAR-4: 32; OVCAR-5: 35; OVCAR-3: -28*; DU-145: 15

Results for CCOc1ccc(/C=N/NC(=O)C(=O)N/N=C/c2ccc(OCC)c(OCC)c2)cc1OCC ?
OVCAR-8: 108; PC-3: 92; U251: 98; SF-295: 90; SK-OV-3: 104; OVCAR-4: 107; OVCAR-5: 113; OVCAR-3: 104; DU-145: 108

How did COc1ccc(Oc2ccc(/C=N/Nc3nc4ccccc4c(=O)n3-c3ccccc3)cc2)cc1 do in these assays?
OVCAR-8: 103; PC-3: 99; U251: 105; SF-295: 102; SK-OV-3: 122; OVCAR-4: 101; OVCAR-5: 110; OVCAR-3: 112; DU-145: 112

Results for COC(=O)/C=C/c1ccccc1OC(C)=O ?
OVCAR-8: 102; PC-3: 96; U251: 110; SF-295: 101; SK-OV-3: 108; OVCAR-4: 101; OVCAR-5: 100; OVCAR-3: 104; DU-145: 109

How did CCCCCCCCCCCCC[N+](C)(C)Cc1ccccc1 do in these assays?
OVCAR-8: -31*; PC-3: -24*; U251: 7.9*; SF-295: 13; SK-OV-3: 4.3*; OVCAR-4: 8.7*; OVCAR-5: 25; OVCAR-3: -61*; DU-145: 0.8*

What do the screens show for `c1ccc(OC2COC(Oc3ccccc3)CO2)cc1` (stereo not given)?
OVCAR-8: 104; PC-3: 98; U251: 101; SF-295: 98; SK-OV-3: 97; OVCAR-5: 103; OVCAR-3: 107; DU-145: 106

Results for COc1cc(-c2cc(-c3ccccc3)nc3nc(N)nn23)cc(OC)c1OC ?
OVCAR-8: 99; PC-3: 103; U251: 98; SF-295: 99; SK-OV-3: 114; OVCAR-4: 101; OVCAR-5: 97; OVCAR-3: 117; DU-145: 100

What do the screens show for `COc1cc(/C=N/NC(=O)c2ccc(C(F)(F)F)nc2Nc2ccc(Cl)cc2C)ccc1O`?
OVCAR-8: 47; PC-3: 25; U251: 34; SF-295: 7.6*; SK-OV-3: 44; OVCAR-4: 27; OVCAR-5: 58; OVCAR-3: 30

What do the screens show for `O=C(c1ccccc1)N1c2ccccc2Sc2ccccc21`?
OVCAR-8: 99; PC-3: 64; U251: 74; SF-295: 113; SK-OV-3: 104; OVCAR-4: 121; OVCAR-5: 92; OVCAR-3: 92; DU-145: 152

What do the screens show for `CC1(C)CC[C@]2(C(=O)O)CC[C@]3(C)C(=CC[C@@H]4[C@@]5(C)CC[C@H](NOCCCN)C(C)(C)[C@@H]5CC[C@]43C)[C@@H]2C1`?
OVCAR-8: 95; PC-3: 65; U251: 69; SF-295: 101; SK-OV-3: 96; OVCAR-4: 95; OVCAR-5: 100; OVCAR-3: 96; DU-145: 95

What do the screens show for `COc1ccc(C2=Nc3c/c(=C\c4c(O)[nH]c5ccc(Cl)cc45)ccc3=N2)cc1`?
OVCAR-8: 52; PC-3: 37; U251: 42; SF-295: 30; SK-OV-3: 65; OVCAR-4: 64; OVCAR-5: 83; OVCAR-3: 33; DU-145: 73

How did CC(NC(=O)CI)C(=O)Nc1ccc(C(=O)O)c(O)c1 (stereo not given) do in these assays?
OVCAR-8: 100; PC-3: 87; U251: 93; SF-295: 102; SK-OV-3: 103; OVCAR-4: 93; OVCAR-5: 103; OVCAR-3: 110; DU-145: 114

Results for Cn1cc(-c2nn3cc(-c4ccncc4)nc3s2)c2cc(F)ccc21 ?
OVCAR-8: 59; PC-3: 68; U251: 98; SF-295: 97; SK-OV-3: 93; OVCAR-4: 73; OVCAR-5: 100; DU-145: 91

What do the screens show for `CCOC(=O)c1[nH]cc2c1CCc1sc(N)nc1-2`?
OVCAR-8: 93; PC-3: 90; U251: 92; SF-295: 100; SK-OV-3: 106; OVCAR-4: 92; OVCAR-5: 94; OVCAR-3: 105; DU-145: 104

Results for C/C(=N\Nc1ncc(C#N)c(N)n1)c1ccc(Br)cc1 ?
OVCAR-8: 108; PC-3: 94; U251: 99; SF-295: 92; SK-OV-3: 105; OVCAR-4: 93; OVCAR-5: 102; OVCAR-3: 100; DU-145: 90

Results for N#C/C(=C\c1cccs1)C(=O)c1ccco1 ?
OVCAR-8: 106; PC-3: 97; U251: 96; SF-295: 99; SK-OV-3: 105; OVCAR-4: 97; OVCAR-5: 103; OVCAR-3: 118; DU-145: 124

Continued (5 carried over from the part before).
How did CC(NC(=O)CI)C(=O)Nc1ccc(C(=O)O)c(O)c1 (stereo not given) do in these assays?
OVCAR-8: 100; PC-3: 87; U251: 93; SF-295: 102; SK-OV-3: 103; OVCAR-4: 93; OVCAR-5: 103; OVCAR-3: 110; DU-145: 114

Results for Cn1cc(-c2nn3cc(-c4ccncc4)nc3s2)c2cc(F)ccc21 ?
OVCAR-8: 59; PC-3: 68; U251: 98; SF-295: 97; SK-OV-3: 93; OVCAR-4: 73; OVCAR-5: 100; DU-145: 91

What do the screens show for `CCOC(=O)c1[nH]cc2c1CCc1sc(N)nc1-2`?
OVCAR-8: 93; PC-3: 90; U251: 92; SF-295: 100; SK-OV-3: 106; OVCAR-4: 92; OVCAR-5: 94; OVCAR-3: 105; DU-145: 104

Results for C/C(=N\Nc1ncc(C#N)c(N)n1)c1ccc(Br)cc1 ?
OVCAR-8: 108; PC-3: 94; U251: 99; SF-295: 92; SK-OV-3: 105; OVCAR-4: 93; OVCAR-5: 102; OVCAR-3: 100; DU-145: 90

Results for N#C/C(=C\c1cccs1)C(=O)c1ccco1 ?
OVCAR-8: 106; PC-3: 97; U251: 96; SF-295: 99; SK-OV-3: 105; OVCAR-4: 97; OVCAR-5: 103; OVCAR-3: 118; DU-145: 124

How did O=c1[nH]c(CNc2ccc(F)cc2)nn1Cc1ccccc1F do in these assays?
OVCAR-8: 106; PC-3: 98; U251: 95; SF-295: 103; SK-OV-3: 104; OVCAR-4: 97; OVCAR-5: 100; OVCAR-3: 99; DU-145: 102

How did CC1(C)OC2COC3(CO)OC(C)(C)OC3C2O1 (stereo not given) do in these assays?
OVCAR-8: 101; PC-3: 88; U251: 95; SF-295: 102; SK-OV-3: 99; OVCAR-4: 108; OVCAR-5: 102; OVCAR-3: 114; DU-145: 115

What do the screens show for `C=CCOC(=O)C1=C(C)NC2=C(C(=O)CC(C)(C)C2)C1c1cccc(O)c1` (stereo not given)?
OVCAR-8: 101; PC-3: 91; U251: 97; SF-295: 101; SK-OV-3: 100; OVCAR-4: 108; OVCAR-5: 93; OVCAR-3: 110; DU-145: 111

Results for C#CCSC(CC)(CC)C(N)=O ?
OVCAR-8: 99; PC-3: 102; U251: 103; SF-295: 104; SK-OV-3: 98; OVCAR-4: 107; OVCAR-5: 112; OVCAR-3: 108; DU-145: 115

What do the screens show for `COC1=CC(c2ccc[nH]2)=N/C1=C\c1[nH]c(C)c(C(=O)CCCCC(=O)Oc2ccc3c(c2)CCC2C3CC[C@]3(C)[C@@H](O)CC[C@@H]23)c1C` (stereo not given in full)?
OVCAR-8: 71; PC-3: 43; U251: 53; SF-295: 81; SK-OV-3: 90; OVCAR-4: 49; OVCAR-5: 66; DU-145: 31

What do the screens show for `O=c1cc(-c2ccccc2)nc(SCc2ccccc2Cl)[nH]1`?
OVCAR-8: 91; PC-3: 92; U251: 89; SF-295: 93; SK-OV-3: 106; OVCAR-4: 95; OVCAR-5: 97; OVCAR-3: 105; DU-145: 96

Results for Cc1nc(-c2ccccc2)cc2c(O)c(C(=O)N/N=C/c3ccc(O)cc3O)[nH]c(=O)c12 ?
OVCAR-8: 97; PC-3: 94; U251: 78; SF-295: 117; SK-OV-3: 106; OVCAR-4: 91; OVCAR-5: 103; OVCAR-3: 90; DU-145: 106

Results for COc1ccc(/C=C/c2nc(Oc3ccc(-c4ccn[nH]4)cc3)c3ccccc3n2)cc1 ?
OVCAR-8: 100; PC-3: 91; U251: 102; SF-295: 101; SK-OV-3: 92; OVCAR-4: 100; OVCAR-5: 103; OVCAR-3: 99; DU-145: 105

Results for C=CCOC(=O)C1=C(C)NC2=C(C(=O)CC(c3ccc(Cl)cc3)C2)C1c1cccnc1 (stereo not given) ?
OVCAR-8: 81; PC-3: 57; U251: 75; SF-295: 87; SK-OV-3: 76; OVCAR-4: 84; OVCAR-5: 85; OVCAR-3: 87; DU-145: 84

Results for O=C(NCCCCNCCCNC(=O)c1ccc([N+](=O)[O-])cc1)c1ccc([N+](=O)[O-])cc1 ?
PC-3: 88; U251: 108; SF-295: 95; SK-OV-3: 105; OVCAR-4: 91; OVCAR-5: 101; OVCAR-3: 114; DU-145: 114
